Screens: PubChem BioAssay, several laboratories
BoNT-A LC inh2: blocks Botulinum neurotoxin A light chain protease; multiplex microsphere protease substrate cleavage, flow cytometry; AID 588499; 0.17% of 360,000 active; inhibition, % at 10 µM; note: plate controls were buffer without enzyme for full effect and enzyme alone for no effect
BoNT-F LC inh: blocks Botulinum neurotoxin F light chain protease. Multiplex microsphere protease cleavage assay, flow cytometry. AID 588497. 0.22% of 360,000 active. inhibition, % at 10 µM; in the data active = inhibition above about 35%, passing the limit was not always enough; inconclusive = no clear call, values can overlap the other calls; note: plate controls were buffer without enzyme for full effect and enzyme alone for no effect
PrPC surface inh: cell surface PrPC inhibition, primary TR-FRET screen | P04156 | TR-FRET read-out | inhibition, % at 13.8 µM | 0.43% of 370,000 active | AID 720596; in the data active = inhibition above about 24%; note: 0% = median of the test wells and 100% = reference compound wells
Rv3671c inh: inhibitors of M. tuberculosis serine protease Rv3671c | inhibition, % at 5.96 µM | P9WHR9 | AID 2606 | 0.048% of 320,000 active; in the data active = inhibition above about 38%;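 note: extracellular domain of Rv3671c used as enzyme; 0% = enzyme with DMSO and 100% = no enzyme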
VHR inh abs: inhibitors of human VHR1 phosphatase (DUSP3). 0.52% of 290,000 active. P51452. recombinant VHR phosphatase, pNPP absorbance. AID 1654. inhibition, % at 13.3 µM; in the data active = inhibition above about 50%; note: some compounds called inactive have numbers as strong as hits
CCHFV vOTU inh: blocks the CCHF virus ovarian tumor domain protease; AID 651958; 0.55% of 370,000 active; CCHFV vOTU protease, Pep-AMC fluorescence; inhibition, % at 11.5 µM; in the data active = inhibition above about 30%; note: 0% = vehicle wells with enzyme and 100% = no enzyme wells
MazF activator: increases E. coli MazEF RNase cleavage of RNA | 0.32% of 350,000 active | FAM/BHQ RNA-DNA oligo cleavage fluorescence, 5 h | P0AE70 | activation, % at 20 µM; in the data active = activation above about 50%
Target sequence (P0AE70 whole entry, looked up): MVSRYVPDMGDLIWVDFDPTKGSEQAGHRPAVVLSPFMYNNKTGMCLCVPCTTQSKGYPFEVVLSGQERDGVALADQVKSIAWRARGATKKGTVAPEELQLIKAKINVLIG
PriA SSB inh: inhibitors of Klebsiella pneumoniae PriA binding to SSB C-terminal tail | AlphaScreen SSBct-PriA binding, biotinylated peptide | inhibition, % at 33 µM | 0.6% of 430,000 active; in the data active = inhibition mostly above about 37%, no sharp cut-off; inactive = mostly below about 20%;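 note: plate controls were negative control peptide for no effect and reference peptide for full effect; strong numbers were not always called active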
Anthrax LF prot: anthrax lethal factor protease inhibition; 0.12% of 360,000 active; inhibition, % at 10 µM; multiplex microsphere protease cleavage assay, LF; P15917; note: plate controls were buffer without enzyme for full effect and enzyme alone for no effect
Target sequence (P15917 whole entry, looked up): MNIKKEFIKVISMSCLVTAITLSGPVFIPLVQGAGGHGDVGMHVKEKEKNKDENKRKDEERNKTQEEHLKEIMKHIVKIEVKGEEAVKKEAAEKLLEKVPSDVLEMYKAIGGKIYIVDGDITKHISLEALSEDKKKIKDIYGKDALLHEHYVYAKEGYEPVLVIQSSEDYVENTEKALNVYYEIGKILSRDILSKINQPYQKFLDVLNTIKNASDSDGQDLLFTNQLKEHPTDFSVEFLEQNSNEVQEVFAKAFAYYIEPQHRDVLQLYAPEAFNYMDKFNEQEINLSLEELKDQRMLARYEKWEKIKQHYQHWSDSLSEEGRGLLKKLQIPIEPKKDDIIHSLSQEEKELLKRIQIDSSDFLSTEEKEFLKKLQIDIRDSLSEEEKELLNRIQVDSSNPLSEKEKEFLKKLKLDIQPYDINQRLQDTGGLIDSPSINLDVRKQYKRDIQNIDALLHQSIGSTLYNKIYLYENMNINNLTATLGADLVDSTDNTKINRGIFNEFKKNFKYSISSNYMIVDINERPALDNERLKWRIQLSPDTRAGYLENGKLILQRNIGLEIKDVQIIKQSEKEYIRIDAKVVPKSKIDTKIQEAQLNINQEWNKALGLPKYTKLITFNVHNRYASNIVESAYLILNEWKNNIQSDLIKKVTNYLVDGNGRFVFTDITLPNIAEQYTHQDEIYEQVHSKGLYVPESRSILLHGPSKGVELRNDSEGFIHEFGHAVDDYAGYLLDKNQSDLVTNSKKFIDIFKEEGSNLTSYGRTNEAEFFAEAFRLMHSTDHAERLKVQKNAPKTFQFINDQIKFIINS
SARS 3CLpro inh: SARS-CoV 3CLpro protease inhibition. P0C6X7. recombinant SARS-CoV 3CLpro, quenched FRET peptide cleavage. inhibition, % at 6 µM. 0.14% of 290,000 active. AID 1706; in the data active = inhibition above about 12%
* hit, by the source's call; i = inactive; u = inconclusive; x = no result given. Cut-off read from the data, not from the text of the source, unless noted: active = inhibition above about 30%; inconclusive = no clear call, values can overlap the other calls; inactive = below that.

SMILES	BoNT-A LC inh2	BoNT-F LC inh	PrPC surface inh	Rv3671c inh	VHR inh abs	CCHFV vOTU inh	MazF activator	PriA SSB inh	Anthrax LF prot	SARS 3CLpro inh
CSc1ccccc1C(=O)Nc1ccc2c(c1)OCCO2	0.1	-5.3	-0.9	-6.3	-3.4	3.9	-10.5	-7.7	0.0	1.8
CCCCN(CCCC)CCCNC(=O)C1CC(c2cc(C(F)(F)F)cc(C(F)(F)F)c2)=NO1 (centres undefined)	0.3	-2.6	-8.0	1.3	x	1.4	-0.6	8.0	-3.6	x
Cc1nccn1CC(=O)c1ccc(O)c(O)c1	-0.9	-9.5	-0.1	-0.2	x	8.1	7.6	-2.9	0.9	x
Cc1cc(C)n2nc(SCC(=O)NCc3ccco3)nc2n1	-0.6	-2.5	0.3	-6.8	6.2	8.6	4.3	-1.0	-1.9	-0.8
CCC(C)c1ccc(S(=O)(=O)N2CCN(CC(O)COCC3CCCO3)CC2)cc1 (centres undefined)	2.3	-0.5	7.3	x	x	1.8	6.7	0.0	3.4	x
COc1ccc(C)cc1NS(=O)(=O)c1cccc2nonc12	0.8	8.6	-8.3	-1.1	10.9	8.1	2.0	8.8	-1.4	3.5
O=C(CSc1nccn1-c1ccccc1)NCc1ccc(F)cc1	-0.5	1.3	8.9	7.2	20.6	4.9	3.6	11.6	-3.0	1.1
CC(=O)c1ccccc1NC(=O)CN1C(=O)NC2(CCCCCCC2)C1=O	0.5	0.3	1.7	x	x	2.3	3.3	-7.0	-4.0	x
CC(C)C[C@H]1CN=C(Nc2ccccc2)N1CC(C)C	-1.0	-8.1	-2.0	-7.6	x	10.4	2.7	-7.5	-3.8	x
COC(=O)c1ccc(CSc2nc(C(F)F)cc(C)c2C#N)o1	-3.1	u	-3.6	-2.9	x	-7.6	-4.3	-0.8	-13.1	x
CC(C)CCn1cnc2c([nH]c3cccc(Cl)c32)c1=O	0.0	-5.2	7.3	-3.7	-25.3	9.8	-5.4	-11.7	-10.6	-0.6
Cc1ccc(NS(=O)(=O)c2c(C(=O)N3CCOCC3)c(C)n(C)c2C)cc1C	0.4	2.2	-4.3	3.8	-17.2	13.4	11.7	-1.3	-2.1	3.4
Oc1ccccc1C1CC(c2cccs2)=NC(c2ccc(Cl)cc2)N1 (centres undefined)	2.8	-8.0	-9.4	7.0	3.4	-2.2	3.5	-6.3	2.3	2.2
Cc1ccc(NC(=O)C2(C)CCCN(C(C)C)C2)cc1C (centres undefined)	-0.1	9.3	-3.2	x	x	14.6	x	x	5.7	x
CC(=O)Nc1ccc(S(=O)(=O)Nc2ccccc2C(=O)N2CCOCC2)cc1	-1.7	24.8	1.7	-1.1	-24.8	5.7	14.4	-12.9	7.7	1.4
COc1ccc2oc(C(=O)CCC(=O)O)c(N)c2c1	-0.8	-11.1	-11.4	-6.8	-7.8	-7.5	-2.8	-9.4	3.6	-4.9
Cc1cc(C=O)c(C)n1-c1ccc(NC2CCCC2)c([N+](=O)[O-])c1	-0.1	-2.5	3.1	9.5	x	-8.1	2.7	67.5*	-1.5	x
O=C(NCc1ccc(F)cc1)c1cc(C2CCCN(S(=O)(=O)c3ccccc3)C2)on1 (centres undefined)	-0.7	-1.5	3.7	x	x	1.6	x	x	-5.3	x
CN(C(=O)Cc1ccccc1)n1cnnc1	2.4	25.9	2.0	3.7	-9.6	0.4	-3.5	-15.4	9.7	5.7
CC(C)(C)n1nnnc1C(c1ccccc1OC(F)(F)F)N1CCN(C/C=C/c2ccccc2)CC1 (centres undefined)	-0.1	5.5	-10.2	x	x	19.9	x	x	-8.4	x
O=C(CCc1nnc(CCCCc2ccccc2)o1)N1CCCCC1CCO (centres undefined)	-0.8	1.0	1.8	0.1	-4.0	21.0	2.2	-2.4	1.9	-2.2
Cc1cc(C)nc(Nc2nc(-c3ccccc3)cs2)n1	-1.1	u	3.8	1.1	13.4	0.6	7.3	-3.9	-6.3	3.2
CCCCNC(=O)N1CCN(Cc2ccc(F)cc2)CC1	0.0	0.0	-0.2	3.5	18.2	3.9	-6.1	-2.6	-0.5	0.1
CC(C)(C)c1ccccc1NC(=O)c1ccco1	0.6	-3.2	-1.3	2.1	32.2	8.8	-3.7	-11.7	2.0	4.0
CN1CCN(c2ccccc2NC(=O)c2ccc(F)cc2)CC1	-0.7	-4.4	-6.6	-15.0	12.7	6.2	-6.0	-12.4	-0.7	-2.7
CCOCCCNCC(=O)Nc1ccccc1N1CCOCC1	-1.7	-30.5	6.1	3.8	28.0	-2.3	-9.6	-18.8	-3.7	-1.2
COc1cc2cc(CN(CCc3cccc(C)c3)C(=S)NCCCN(C)C)c(=O)[nH]c2cc1OC	0.2	-2.1	-15.3	-1.7	-10.1	-28.5	42.1	6.3	0.3	-1.9
COc1ccc(C(=O)NCC(=O)OCC(=O)Nc2cc([N+](=O)[O-])ccc2F)cc1	-0.1	-0.9	-10.1	9.9	20.6	-9.0	11.8	6.9	-4.1	6.0
COc1ccc(NS(=O)(=O)c2ccc(C)c(C(=O)NCCCn3ccnc3)c2)cc1	-0.6	-4.1	-1.9	x	x	-1.4	-3.6	x	-2.2	x
COC(=O)CSC1=C(C#N)C(c2ccc(C(C)C)cc2)CC(=O)N1 (centres undefined)	-0.4	1.2	3.0	-8.1	33.5	3.8	5.1	-2.9	-2.5	0.8
O=C(COC(=O)C1CC(=O)N(c2ccc3c(c2)OCCO3)C1)Nc1ccc2c(c1)CCC2 (centres undefined)	0.1	-5.0	4.9	-4.0	24.4	6.7	2.6	-5.2	-2.8	0.2
O=C(c1ccc(S(=O)(=O)N2CCOCC2)cc1)N1CCN(C2=NS(=O)(=O)c3ccccc32)CC1	0.3	3.6	2.2	-3.0	-16.4	-9.4	1.7	-2.7	-3.4	-0.3
O=C(Cc1ccccc1)NCC(=O)N/N=C/c1ccc(Cl)cc1	-1.1	-9.8	-13.3	3.9	17.9	-8.3	36.7	x	-5.0	2.6
COc1ccc(NC(=O)c2ccc3ncsc3c2)c2ccccc12	0.9	1.5	-11.4	3.9	-9.1	0.1	4.4	10.5	u	-0.6
CCOC(=O)C(/C(C)=N/NC(=O)c1ccccc1[N+](=O)[O-])C(C)C (centres undefined)	0.5	-5.7	-4.2	-0.3	15.1	-7.1	-1.7	x	-4.5	1.5
COCCCC1CCN(C(=O)C2CCC(=O)N(CC3CCCCC3)C2)CC1 (centres undefined)	2.1	3.3	6.6	x	12.9	-6.9	0.0	0.3	1.1	-3.2
CCN(CC(=O)Nc1ccc2c(c1)OCCO2)Cc1nc2cc(Cl)ccc2c(=O)[nH]1	x	x	-2.1	-8.8	x	-5.2	7.0	-6.4	x	x
CN1CCN(CC(=O)Nc2c(C(=O)c3ccccc3)oc3ccccc23)CC1	-0.1	-1.1	-23.3	-2.6	17.1	-10.5	23.6	12.2	-3.9	-3.5
COc1ccc(C(=O)CC(=O)C(=O)Nc2ccc(C)c(Cl)c2)cc1	2.2	-9.6	0.2	3.2	22.2	-8.8	1.7	-3.8	-9.2	2.9
CCCn1c(-c2cccc([N+](=O)[O-])c2)nc2c1c(=O)[nH]c(=O)n2Cc1ccccc1	-0.9	-17.5	7.8	0.9	16.9	1.0	10.6	-5.8	-1.9	5.4
COc1ccc(NC(=O)CN(c2ccc(C)cc2)S(=O)(=O)c2c(C)nn(C)c2C)cc1	0.3	2.7	3.5	-2.4	15.0	7.4	1.5	0.4	-1.5	6.4
CC1=C(C#N)C(=O)NC1(C)O (centres undefined)	-0.2	-5.0	-5.7	x	x	-3.0	13.7	x	-8.7	x
O=C(OCCNC(=O)c1ccc2ccccc2n1)c1cccnc1	0.5	2.4	-4.2	-7.2	30.5	-2.2	-4.7	-18.8	-0.3	0.6
Cn1c(=O)c(Nc2ccc(Cl)cc2)c2c3c(cccc31)C(=O)c1ccccc1-2	x	x	-5.9	13.2	29.5	-9.1	i	-11.4	x	-0.1
CCCCCOC(=O)Cn1c(SCC(=O)Nc2ccccc2)nc2c1c(=O)[nH]c(=O)n2C	2.0	-6.3	0.8	-3.2	13.8	-0.5	5.9	-16.1	1.4	-2.8
Cc1cccc(C)c1NC(=O)COC(=O)c1ccccc1Nc1ccccc1	0.4	-3.0	-4.1	-6.1	-1.8	3.1	-2.7	-1.8	-1.7	3.2
Cc1ccccc1N(CC(=O)N/N=C/c1ccc(Cl)cc1)C(=O)c1ccccc1	-0.2	1.1	4.7	-17.3	35.1	-8.5	-0.8	x	-2.2	5.1
Cc1nnc(NC(=O)c2ccc3ccccc3n2)s1	-1.5	-0.6	-9.8	-0.1	7.2	-0.3	14.0	-9.1	-1.0	2.2
CCOc1ccc(OCCCCOc2ccccc2C(C)=O)cc1	-1.5	-10.2	5.7	-34.3	-7.9	20.4	-8.8	-49.8	-3.7	-4.8
COc1cc2c(cc1OC)C1(CCCC1)CNC2C (centres undefined)	-5.4	-42.9	-9.6	5.0	17.7	-11.7	-3.8	-5.0	-10.9	-0.4
O=C(Nc1nc(=O)c2ccccc2s1)c1ccc(Cl)cc1	0.3	-1.8	7.2	-1.8	16.8	3.8	4.8	-16.4	-2.9	-5.7
CCOc1ccc2c(=O)c(-c3ccc4c(c3)OCCCO4)c(C)oc2c1	-0.2	-1.8	5.8	-4.1	4.0	17.7	5.5	1.3	0.9	-1.9
CCCCc1c(O)nc2ccccn2c1=O	-1.5	-21.8	-4.8	4.8	9.1	7.0	0.1	-7.1	-0.2	1.6
COc1cccc(CNC(=O)C(=O)NCCC2CCCCN2S(=O)(=O)c2ccc(C)cc2)c1 (centres undefined)	-3.8	-6.8	9.0	-5.3	x	-0.9	2.5	-2.1	-1.4	x
CCCn1c(=O)n(C)c(=O)c2c(SCC(=O)NCc3ccco3)nc(C3CC3)nc21	0.0	-2.8	x	1.8	18.1	x	-2.9	-26.4	-6.3	-1.9
COc1cc(N/C=C2\CC(=O)NC(C)=C2C#N)cc(OC)c1OC	-1.6	-1.8	-3.9	7.2	16.9	-4.0	3.5	-7.4	-4.0	2.9
COC(=O)C1=C(c2cccc(OCc3ccccc3)c2)C[C@@H]2CC[C@H]1N2C(=O)NCCOc1ccc(OC)cc1	-0.7	-9.5	11.5	-12.1	x	9.5	2.0	-13.9	-6.2	x
COc1ccc(C)cc1NC(=O)CSc1nnc(CC(=O)Nc2ccccc2F)n1C	-1.5	0.9	6.7	3.5	7.2	-5.8	0.0	-2.4	-0.1	-2.7
COc1cccc(NC(=S)N2CCC(NC(=O)C3CCCCC3)CC2)c1	-0.9	-5.8	5.7	-0.4	31.1	8.4	4.8	7.7	-1.3	1.0
COC(=O)c1cccc2c1-c1ccccc1/C2=N\NC(N)=O	-1.2	9.3	-6.9	-4.4	x	11.8	-3.1	x	1.1	1.5
C(=C\c1ccccc1)/CN1CCN(C(CCc2ccccc2)c2nnnn2C2CCCC2)CC1 (centres undefined)	-0.8	-12.2	-10.4	x	x	8.8	x	x	-3.4	x
Cc1cccc(-n2c(SCC(=O)N(C)C3CCS(=O)(=O)C3)nc3ccccc3c2=O)c1C (centres undefined)	-1.7	-0.8	-0.8	-4.4	x	-4.2	-3.8	-18.1	0.9	x

Another view of 3 compounds above:
compound,BoNT-A LC inh2,BoNT-F LC inh,PrPC surface inh,Rv3671c inh,VHR inh abs,CCHFV vOTU inh,MazF activator,PriA SSB inh,Anthrax LF prot,SARS 3CLpro inh
CCOc1ccc2c(=O)c(-c3ccc4c(c3)OCCCO4)c(C)oc2c1,-0.2,-1.8,5.8,-4.1,4.0,17.7,5.5,1.3,0.9,-1.9
O=C(Nc1nc(=O)c2ccccc2s1)c1ccc(Cl)cc1,0.3,-1.8,7.2,-1.8,16.8,3.8,4.8,-16.4,-2.9,-5.7
CCCCCOC(=O)Cn1c(SCC(=O)Nc2ccccc2)nc2c1c(=O)[nH]c(=O)n2C,2.0,-6.3,0.8,-3.2,13.8,-0.5,5.9,-16.1,1.4,-2.8

A portion of the library, so the mix of outcomes need not match the whole.
